# Apaf1 inhib: human Apaf-1 inhibition. reconstituted apoptosome caspase-3 activity, DEVD-Rh110 fluorescence. inhibition, % at 20 µM. 330,000 compounds, 0.71% hits. AID 489030. O14727; active means inhibition of at least 40% at 20 µM;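 further: plate controls were DMSO wells for no effect and DEVD-CHO caspase inhibitor wells for full effect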
#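 Medium: Hepes buffer, pH 7.5 / System: biochemical Apaf-1 apoptosome reconstitution / Measured by: Rh110 fluorescence, excitation 480 nm, emission 540 nm / Times: compound with Apaf-1, dATP, procaspase-3 30 min, then 50 min reaction, room temperature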
# PfG6PD inh: PfG6PD (Plasmodium falciparum) enzyme inhibition. PfGluPho enzyme, NADPH resazurin-diaphorase fluorescence. AID 504690. 350,000 compounds, 0.78% hits. inhibition, % at 20 µM;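 active means inhibition reaching at least a set limit at 20 µM in the primary screen, cut at about 59% in these data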;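 further: 0% = DMSO wells with substrate and 100% = DMSO wells lacking glucose-6-phosphate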
# SENP8 block-1: inhibitors of human SENP8 protease. AID 602440. inhibition, % at 20 µM. Q96LD8. 360,000 compounds, 0.64% hits. recombinant SENP8, Nedd8 substrate fluorescence; in the data active means inhibition mostly above about 40%, no sharp cut-off; inactive means mostly below about 27%
# NALP3 yeast inh: blocks the NALP3 inflammasome reconstituted in yeast. Yeast reconstituted NLRP3/ASC/caspase-1, beta-gal luminescence, 24 h. inhibition, % at 10 µM. 330,000 compounds, 0.39% hits. AID 2825;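 active means inhibition of 50% or more; inactive means inhibition below 50%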;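 further: plate controls were induced DMSO wells for no effect and uninduced yeast grown without galactose for full effect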
# SENP1 FRET inh: inhibitors of human SENP1 SUMO protease catalytic domain. Q9P0U3. recombinant SENP1 catalytic domain, CyPet-SUMO1-YPet FRET cleavage. inhibition, % at 10 µM. 360,000 compounds, 0.21% hits. AID 624204;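 active means inhibition at least 30% at 10 µM, raw YFP signal under a set limit, fluorescence ratio 0.5 to 1.5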;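 further: 0% = enzyme with DMSO and 100% = no enzyme wells; some results filed as inactive read as strong as hits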
#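 Test system: recombinant human SENP1 catalytic domain, His6-tagged / Medium: pH 8 Tris buffer with EDTA, NaCl, BME, BSA, NP40, catalase / Also added: SUMO1 FRET substrate flanked by Cypet and Ypet, 25 nM / Times: 50 min reaction at room temperature / Signal: FRET, CFP and YFP emission / Control set: no-enzyme low control and enzyme-plus-DMSO high control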
# HKDC1 inh: HKDC1 (human) hexokinase inhibition | Q2TB90 | recombinant HKDC1, G6PDH/diaphorase resazurin coupled fluorescence | inhibition, % at 20 µM | 340,000 compounds, 0.16% hits | AID 493160;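 active means inhibition above about 35% when tested at 20 µM, limit read from the data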;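 further: plate controls were DMSO wells with enzyme for no effect and DMSO wells lacking enzyme for full effect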
# Target sequence (Q2TB90 whole entry, looked up): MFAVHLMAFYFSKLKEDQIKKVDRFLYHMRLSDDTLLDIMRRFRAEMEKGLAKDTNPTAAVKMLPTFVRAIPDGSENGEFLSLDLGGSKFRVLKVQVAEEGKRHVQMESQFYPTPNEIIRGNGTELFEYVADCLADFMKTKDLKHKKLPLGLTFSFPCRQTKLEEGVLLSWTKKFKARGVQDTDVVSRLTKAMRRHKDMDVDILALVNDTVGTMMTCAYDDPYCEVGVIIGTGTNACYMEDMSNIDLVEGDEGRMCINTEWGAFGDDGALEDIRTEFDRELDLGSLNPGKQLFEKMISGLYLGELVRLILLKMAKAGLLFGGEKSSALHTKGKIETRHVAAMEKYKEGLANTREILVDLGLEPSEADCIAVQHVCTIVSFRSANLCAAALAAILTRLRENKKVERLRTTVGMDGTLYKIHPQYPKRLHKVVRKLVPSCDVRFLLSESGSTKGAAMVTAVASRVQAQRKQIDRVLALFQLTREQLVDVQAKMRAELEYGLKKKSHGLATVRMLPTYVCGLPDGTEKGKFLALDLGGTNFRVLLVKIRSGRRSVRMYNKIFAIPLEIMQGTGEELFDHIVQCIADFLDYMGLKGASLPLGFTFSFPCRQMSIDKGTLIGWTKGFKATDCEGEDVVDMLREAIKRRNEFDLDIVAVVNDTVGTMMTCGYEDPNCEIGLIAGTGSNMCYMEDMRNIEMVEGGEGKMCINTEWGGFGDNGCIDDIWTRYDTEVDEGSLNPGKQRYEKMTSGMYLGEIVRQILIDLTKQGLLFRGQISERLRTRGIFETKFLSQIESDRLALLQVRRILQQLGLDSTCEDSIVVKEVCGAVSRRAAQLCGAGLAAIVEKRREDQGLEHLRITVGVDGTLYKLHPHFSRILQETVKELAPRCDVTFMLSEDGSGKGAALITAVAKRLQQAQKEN
#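 System: Recombinant HKDC1 hexokinase | Amount: HKDC1 at 5 µg/mL | Reagent: Glucose with 1 mM ATP | Doses: Single 20 µM dose | Incubation: Reaction time 90 min, room temperature, protected from light | Signal: Coupled resazurin fluorescence, excitation 525 nm, emission 613 nm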
# SENP7 inh: inhibitors of human SENP7 protease. Q9BQF6. recombinant SENP7, Z-RLRGG-aminoluciferin luminescence, 40 min. inhibition, % at 5 µM. 330,000 compounds, 1.5% hits;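 active means inhibition above about 50% at the single test dose, limit read from the data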;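 further: plate controls were DMSO with enzyme for no effect and no enzyme buffer wells for full effect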
# SENP8 block-2: SENP8 protease inhibition. inhibition, % at 10 µM. AID 2540. 330,000 compounds, 1.2% hits. purified SENP8, Z-RLRGG-aminoluciferin cleavage, luminescence; in the data active means inhibition above about 50%
# SENP6 inh: inhibitors of human SENP6 protease; Recombinant SENP6 catalytic domain, aminoluciferin luminescence; inhibition, % at 10 µM; 330,000 compounds, 1.8% hits; AID 2599; Q9GZR1;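 active means inhibition above about 50% at the single tested dose, limit read from the data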;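 further: plate controls were DMSO wells with enzyme for no effect and DMSO wells lacking enzyme for full effect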
# Active calls of the source: *; i = inactive; . = not tested or not shown.
no.	SMILES	Apaf1 inhib	PfG6PD inh	SENP8 block-1	NALP3 yeast inh	SENP1 FRET inh
1	COc1cc(C(=O)OCC(=O)NC2CCCCCC2)ccc1OCC(C)C	7	-15	-6	9	-3
2	O=C(NCc1ccccc1Cl)c1ccccc1Oc1ccccc1	10	-29	4	-32	-1
3	Cc1ccc(CNC(=O)Cn2c(=O)oc3ccccc32)o1	2	-6	22	7	0
4	CCOC(=O)c1c(C)[nH]c(C(=O)Nc2ccc(C)c(Cl)c2)c1C	4	.	.	14	.
5	COc1ccc([N+](=O)[O-])cc1COc1cc(C)cc2oc(=O)cc(-c3ccccc3)c12	18	86*	-20	11	2
6	O=C(/C=C/c1cccs1)NC(=S)NNC(=O)c1ccccc1O	6	-49	13	48	1
7	CC(=O)NCC1CCCN(Cc2cn(-c3ccccc3)nc2-c2ccc3c(c2)OCO3)C1 (stereo not given)	9	-11	-24	1	-7
8	CN(C)CCCNC(=O)CCC1CCCCC1	-1	-13	13	21	-1
9	CC(C)C(=O)Nc1cccc(-c2cn3ccsc3n2)c1	67*	-6	-16	-5	2
10	CCCN(CCC)C(=O)CC(c1ccccc1)c1cc(C)ccc1O (stereo not given)	26	8	-3	5	3
11	Clc1ccc(CSc2nnc3c(n2)[nH]c2ccccc23)cc1	11	8	18	-3	3
12	NS(=O)(=O)c1ccc(CCNC(=S)NC2CCCC2)cc1	5	-25	2	4	0
13	COc1ccc(CCNC(=O)N2c3ccccc3Sc3ccccc32)cc1	19	12	18	12	-2
14	CC1(C)CSC(=NCCc2ccccc2)N1	7	10	1	-10	2
15	NC(=O)CCn1c(=O)oc2ccccc21	3	-12	22	-5	2

no.	HKDC1 inh	SENP7 inh	SENP8 block-2	SENP6 inh
1	0	5	3	5
2	6	-7	-9	-4
3	1	4	5	-13
4	.	18	-6	-11
5	5	5	-4	-10
6	-38	-8	-3	-12
7	0	9	3	14
8	-4	-7	-1	2
9	-6	8	4	-11
10	0	-8	-6	-1
11	-6	-2	6	7
12	-5	4	-5	3
13	0	6	2	-6
14	-4	-11	-6	-24
15	-2	3	8	-15

# 11 compounds out of the list, ordered by length of the SMILES, descending.
no.	SMILES	Apaf1 inhib	PfG6PD inh	SENP8 block-1	NALP3 yeast inh	SENP1 FRET inh
5	COc1ccc([N+](=O)[O-])cc1COc1cc(C)cc2oc(=O)cc(-c3ccccc3)c12	18	86*	-20	11	2
4	CCOC(=O)c1c(C)[nH]c(C(=O)Nc2ccc(C)c(Cl)c2)c1C	4	.	.	14	.
1	COc1cc(C(=O)OCC(=O)NC2CCCCCC2)ccc1OCC(C)C	7	-15	-6	9	-3
13	COc1ccc(CCNC(=O)N2c3ccccc3Sc3ccccc32)cc1	19	12	18	12	-2
6	O=C(/C=C/c1cccs1)NC(=S)NNC(=O)c1ccccc1O	6	-49	13	48	1
11	Clc1ccc(CSc2nnc3c(n2)[nH]c2ccccc23)cc1	11	8	18	-3	3
12	NS(=O)(=O)c1ccc(CCNC(=S)NC2CCCC2)cc1	5	-25	2	4	0
3	Cc1ccc(CNC(=O)Cn2c(=O)oc3ccccc32)o1	2	-6	22	7	0
9	CC(C)C(=O)Nc1cccc(-c2cn3ccsc3n2)c1	67*	-6	-16	-5	2
14	CC1(C)CSC(=NCCc2ccccc2)N1	7	10	1	-10	2
8	CN(C)CCCNC(=O)CCC1CCCCC1	-1	-13	13	21	-1

no.	HKDC1 inh	SENP7 inh	SENP8 block-2	SENP6 inh
5	5	5	-4	-10
4	.	18	-6	-11
1	0	5	3	5
13	0	6	2	-6
6	-38	-8	-3	-12
11	-6	-2	6	7
12	-5	4	-5	3
3	1	4	5	-13
9	-6	8	4	-11
14	-4	-11	-6	-24
8	-4	-7	-1	2

# (cont.)
no.	SMILES	Apaf1 inhib	PfG6PD inh	SENP8 block-1	NALP3 yeast inh	SENP1 FRET inh
16	CCN(C(=O)CSc1nnc(Nc2ccccc2)s1)C1CCS(=O)(=O)C1 (stereo not given)	-11	2	9	9	0
17	Cc1ccc2c(C(=O)CN3CCN(C4CCCCC4)CC3)c(C)[nH]c2c1	-5	4	16	16	1
18	COc1ccc(CN(Cc2cccn2C)S(=O)(=O)c2ccc(C)cc2)cc1	5	66*	19	26	-4
19	CC1=C(C(=O)OCCOc2ccccc2)C(c2ccc(C)o2)C2=C(CC(C)(C)CC2=O)N1 (stereo not given)	22	-9	-216	10	-4
20	COc1ccc(CN(C(=O)c2ccc(-c3ccccc3)[nH]2)C(C(=O)NC(C)(C)C)c2ccncc2)cc1 (stereo not given)	22	12	-36	24	-1
21	Cc1nn(C)c(C)c1C(C)NC(=O)c1cc(COc2cncc(Cl)c2)on1 (stereo not given)	0	0	16	1	0
22	CC(O)C(NC=C1C(=O)OC(C)(C)OC1=O)C(=O)O (stereo not given)	4	-6	14	6	2
23	COc1cc(NC(=S)Nc2ncccc2C)cc(OC)c1OC	9	31	9	-5	-1
24	COc1ccc(CC(=O)NC2CCN(CC(=O)Nc3ccc4c(c3)OCCO4)CC2)cc1OC	-3	2	16	0	4
25	COCC(=O)OCC(=O)N1N=C(c2ccc(Cl)cc2)CC1c1ccco1 (stereo not given)	3	7	13	0	-4
26	CCc1noc(C)c1C(=O)N(CC(C)C)c1c(N)n(Cc2ccccc2)c(=O)[nH]c1=O	2	-9	2	6	-4
27	COc1ccc(Nc2nc(C(=O)NCCCN3CCOCC3)cs2)cc1	-7	-5	7	4	-4
28	O=C(CCCCCN1C(=O)c2cccc3cccc(c23)C1=O)N1CCOCC1	3	16	-105	7	0
29	COc1ccc(CNC(=O)CCCn2c(=S)[nH]c3cc4c(cc3c2=O)OCO4)cc1	-2	9	6	7	-2
30	Nc1cc(=O)[nH]c(SCC(=O)Nc2ccc(F)c(Cl)c2)n1	-4	-6	3	3	3

no.	HKDC1 inh	SENP7 inh	SENP8 block-2	SENP6 inh
16	-7	8	6	-8
17	-1	-7	3	7
18	3	10	1	-43
19	-15	14	6	-2
20	-2	-1	-3	4
21	4	-3	9	6
22	-5	-4	-8	-9
23	-1	-3	-2	-8
24	9	5	-6	3
25	-4	8	1	2
26	0	4	6	-5
27	-6	-4	7	7
28	-10	12	7	12
29	-4	7	2	5
30	-9	-4	3	-8

# Other records:
no.	SMILES	Apaf1 inhib	PfG6PD inh	SENP8 block-1	NALP3 yeast inh	SENP1 FRET inh
31	CCOc1ccc(C(=O)N/N=C(/C)C2C(=O)c3ccccc3C2=O)cc1	9	-15	23	17	3
32	Cc1c(C(=O)Nc2ccc(S(N)(=O)=O)cc2)oc2ccc(Cl)cc12	-3	-10	-61	16	0
33	CCOC(=O)N1CCN(Cc2nc3c(c(=O)[nH]c(=O)n3C)n2Cc2ccccc2C)CC1	-12	2	14	13	1
34	O=c1c2ccccc2oc2ccc(NCCCn3ccnc3)cc12	10	3	-10	10	-5
35	COc1ccc(CCN2C(=O)N(c3ccc(OC)cc3)C(=O)C2CC(=O)Nc2ccc(OC)cc2)cc1 (stereo not given)	-10	10	22	14	3
36	CSCCC(NC(=O)c1ccc(Cl)c([N+](=O)[O-])c1)C(=O)N1CCN(C/C=C/c2ccccc2)CC1 (stereo not given)	22	6	7	27	0
37	CCn1c(NC(=O)C2CCCCC2)nc2ccccc21	-3	-15	9	6	4
38	O=C(Nc1ccc(N2CCOCC2)cc1N1CCOCC1)c1ccco1	-3	20	13	12	-1
39	CCN(CC(=O)NCC1CCCO1)S(=O)(=O)c1ccc(Cl)cc1 (stereo not given)	3	-1	3	11	-1
40	O=C(COC(=O)c1ccccc1NCCO)NCCc1ccccc1	8	3	-455	7	-7
41	Cc1cccc(NC(=O)CO/N=C/c2ccc3c(c2)OCO3)c1	5	-1	9	6	-1
42	COc1ccc(S(=O)(=O)N(C)C)cc1NCC(=O)Nc1ccc(F)cc1F	0	-11	29	-5	3
43	O=C(Oc1ccc[nH]c1=O)c1cc([N+](=O)[O-])cc([N+](=O)[O-])c1	93*	2	32	21	3
44	COc1cc(C(=O)NCC(=O)N/N=C/c2cccs2)cc(OC)c1OC	1	-11	16	10	0
45	COc1ccccc1C1(CC(=O)O)CCOC(C(C)C)C1 (stereo not given)	-5	-24	18	4	0

no.	HKDC1 inh	SENP7 inh	SENP8 block-2	SENP6 inh
31	6	16	21	37
32	-7	-3	-4	-8
33	-8	0	5	9
34	12	26	14	32
35	3	-2	7	2
36	-20	7	-7	-27
37	-9	-4	0	-12
38	0	0	-3	16
39	-7	14	-4	-13
40	-3	-2	7	-10
41	-3	-4	-12	-20
42	6	4	-1	8
43	8	43	66*	88*
44	-11	2	-2	-9
45	-2	4	1	-10

# Remaining list, next part:
no.	SMILES	Apaf1 inhib	PfG6PD inh	SENP8 block-1	NALP3 yeast inh	SENP1 FRET inh
46	OC(COc1ccccc1Br)CN1CCNCC1 (stereo not given)	-7	-16	13	8	1
47	Cc1c(NC(=O)C(C)OC(=O)CCC2CCCC2)c(=O)n(-c2ccccc2)n1C (stereo not given)	-6	6	8	12	3
48	O=C(O)CCC(=O)N1CCC[C@H]1C(=O)O	-7	14	-1	-1	1
49	CCCCn1nc2cc(C(=O)NCc3cc(C(F)(F)F)cc(C(F)(F)F)c3)ccc2c1OCC	11	-16	i	13	0
50	CCN1CCN(S(=O)(=O)c2cc(OCC(=O)NC3CCCCC3)c(C)cc2Cl)CC1	-2	-16	14	7	1
51	Cn1c(=O)c2c(nc(N3CCc4ccccc4C3)n2Cc2ccc(Br)cc2)n(C)c1=O	11	15	17	0	0
52	O=C(OCn1nnc2ccccc2c1=O)c1ccc(Br)o1	-13	-7	5	-4	2
53	CCCCn1c(N)c(N(CCOC)C(=O)c2ccc(F)c(S(=O)(=O)N3CCOCC3)c2)c(=O)[nH]c1=O	-6	-5	10	11	2
54	COc1ccc(OCCSc2nc(N)cc(N)n2)cc1	-2	-4	4	9	-8
55	COc1ccc([N+](=O)[O-])cc1NCc1ccco1	2	19	22	-10	7
56	CC(NC(=O)CCc1ccccc1)c1cc2c(cc1Cl)OCCO2 (stereo not given)	4	1	8	12	-2

no.	HKDC1 inh	SENP7 inh	SENP8 block-2	SENP6 inh
46	-4	1	0	-2
47	-10	-2	-3	-10
48	-7	3	6	-10
49	-6	0	-9	-9
50	0	-1	-11	-18
51	-3	1	1	-3
52	-9	2	1	-2
53	-8	0	-1	8
54	-3	12	-2	14
55	4	0	-2	2
56	-5	4	5	11

# High-throughput results deposited in PubChem by Sanford-Burnham Center for Chemical Genomics.
